# Plk1 PBD FP = Plk1 (human) PBD binding inhibition | Plk1 PBD phosphopeptide binding, fluorescence polarization | inhibition, %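 (tested at about 20 µM)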 | actives 0.13% (n = 97,000) | AID 693; in the data active = inhibition above about 34%, passing the limit was not always enough
# Target sequence (P53350 whole entry, looked up): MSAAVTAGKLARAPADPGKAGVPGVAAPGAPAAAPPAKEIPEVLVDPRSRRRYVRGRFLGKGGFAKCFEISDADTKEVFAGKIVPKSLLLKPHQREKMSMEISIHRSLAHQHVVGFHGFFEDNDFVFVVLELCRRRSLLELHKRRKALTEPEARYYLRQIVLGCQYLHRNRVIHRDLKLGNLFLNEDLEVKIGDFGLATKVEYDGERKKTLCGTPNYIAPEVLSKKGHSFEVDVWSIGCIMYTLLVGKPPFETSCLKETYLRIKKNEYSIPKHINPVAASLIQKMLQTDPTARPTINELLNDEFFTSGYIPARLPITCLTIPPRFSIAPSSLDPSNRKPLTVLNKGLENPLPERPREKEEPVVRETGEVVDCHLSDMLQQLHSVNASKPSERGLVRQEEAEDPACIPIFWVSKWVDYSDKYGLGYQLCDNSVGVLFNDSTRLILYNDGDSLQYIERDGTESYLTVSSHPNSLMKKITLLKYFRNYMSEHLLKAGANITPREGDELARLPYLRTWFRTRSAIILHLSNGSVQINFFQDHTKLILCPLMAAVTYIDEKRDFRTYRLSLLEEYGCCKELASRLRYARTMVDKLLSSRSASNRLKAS
# CYP2C9 inh = inhibitors of human CYP2C9 | P11712 | CYP2C9 Supersomes, luciferin-H conversion, luminescence | inhibition, % at 5 µM | actives 20% (n = 96,000);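 active = blocking of liver enzyme CYP2C9 beyond about 50% at 5 µM, limit read from the data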; also: values of inactives mirror those of a sister screen read the other way
# Target sequence (P11712 whole entry, looked up): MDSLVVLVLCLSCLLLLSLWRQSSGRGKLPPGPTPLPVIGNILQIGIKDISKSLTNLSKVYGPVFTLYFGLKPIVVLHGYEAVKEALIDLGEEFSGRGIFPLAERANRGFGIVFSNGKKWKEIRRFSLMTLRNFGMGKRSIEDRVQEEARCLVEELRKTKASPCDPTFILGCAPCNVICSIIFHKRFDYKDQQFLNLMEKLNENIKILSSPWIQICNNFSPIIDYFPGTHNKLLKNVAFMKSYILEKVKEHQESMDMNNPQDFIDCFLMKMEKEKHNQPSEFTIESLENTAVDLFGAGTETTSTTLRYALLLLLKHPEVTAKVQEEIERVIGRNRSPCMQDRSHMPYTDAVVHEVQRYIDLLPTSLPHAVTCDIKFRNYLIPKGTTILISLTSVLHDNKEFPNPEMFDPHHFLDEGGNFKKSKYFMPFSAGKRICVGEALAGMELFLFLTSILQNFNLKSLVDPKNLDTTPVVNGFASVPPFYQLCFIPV
# CYP2C9 activ = CYP2C9 (human) activation; AID 1024; recombinant CYP2C9, luciferin-H conversion, luminescence; stronger effect = higher value; factor 1 = untreated enzyme, 0 = blocked; actives 1.4% (n = 96,000); activation factor at 5 µM; P11712;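 active = activation factor of 2 or more for CYP2C9 at a 5 µM dose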;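 also: 0 = sulfaphenazole-blocked wells and 1 = vehicle-only wells; values of inactives mirror those of a sister screen read the other way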
# PLK1 kinase inh = PLK1 (human) kinase inhibition; P53350; recombinant PLK1 kinase, TR-FRET peptide phosphorylation; inhibition, % at 10 µM; actives 0.53% (n = 97,000); AID 619;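 active = inhibition of 50% or more in the single-concentration screen; inactive = inhibition below 50%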;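 also: 0% = DMSO max control and 100% = H-89 dihydrochloride min control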
# LYP act = increases human PTPN22 phosphatase activity; activation, % at 2 µM; actives 0.11% (n = 96,000); recombinant LYP, DiFMUP fluorescence; 0 = plate median, 100 = signal doubled; AID 697;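 active = activation at 2 µM above a set limit, the mean plus 5 SD, cut at about 37% in these data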
# Calb biofilm kill = kills Candida albicans biofilms; C. albicans biofilm + clotrimazole, Alamar Blue; inhibition, % at 6 µM; actives 0.14% (n = 85,000); AID 834;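 active = inhibition above 20%; inactive = inhibition below 20%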;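 also: preformed 24 hr biofilms exposed to compound for 48 hr; 0% = biofilm without compound and 100% = blank killed by clotrimazole plus chlorhexidine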
# HIV Rev-RRE inh = disrupts HIV-1 Rev binding to RRE RNA | Rev peptide-RRE RNA binding, FRET | inhibition, % at 8 µM | actives 0.79% (n = 97,000) | AID 704;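 active = inhibition above the screen-wide mean plus 3 SD, cut at about 35% in these data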;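 also: 0% = median DMSO wells and 100% = median Neomycin B control wells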
#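 Assay system: labelled RRE RNA duplex and labelled Rev peptide / Medium: HEPES pH 7.5 salt buffer with EDTA / Reagent: labelled Rev peptide / Schedule: 5 + 15 min at 25 °C / Signal: FRET, excitation 480 nm, emission 540 nm donor and 671 nm acceptor / Benchmarks: DMSO and neomycin B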
# LYP inh 2 = LYP (human) phosphatase inhibition; Q9Y2R2; actives 0.21% (n = 96,000); recombinant LYP catalytic domain, DiFMUP fluorescence; inhibition, % at 2 µM;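 active = inhibition at 2 µM at or above a set limit, the screen mean plus 3 SD, cut at about 24% in these data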;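 also: 0% = DMSO with enzyme and 100% = enzyme fully blocked by orthovanadate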
# EphB4 antag = antagonists of human EphB4-ephrin-B2 interaction; inhibition, % at 7 µM; actives 0.15% (n = 97,000); EphB4 LBD / TNYL-RAW-Alexa532 peptide, fluorescence polarization; P54760; AID 720;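 active = inhibition above the screen-wide mean inhibition plus 3 SD, cut at about 15% in these data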;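 also: 0% = DMSO wells and 100% = excess unlabeled TNYL-RAW peptide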
# Starred values were filed as active, the others as inactive; nt = not tested or not shown.
no.	structure	Plk1 PBD FP	CYP2C9 inh	LYP inh 2	HIV Rev-RRE inh	EphB4 antag	LYP act	Calb biofilm kill	PLK1 kinase inh	CYP2C9 activ
1	Cc1ccc(C(=O)C(OC(=O)CN2C(=O)c3ccccc3C2=O)c2ccccc2)cc1C (stereo not drawn)	-15	-96	0	12	-1	0	nt	0	2*
2	Cc1cccc(C(=O)Nc2cccc(-c3cnc4ccccc4n3)c2)c1	7	-3	11	-4	-7	-6	nt	-10	1
3	COc1ccccc1N(C(=O)NCc1ccccc1)C1=NCC(C)S1 (stereo not drawn)	11	57*	3	9	6	-6	8	10	0.4
4	c1ccc(-c2nc(CSc3nnc(-c4cccs4)o3)cs2)cc1	9	nt	6	14	-1	-7	-5	-21	nt
5	COC(=O)c1ccc(CSc2nnc(Nc3ccc(OC)cc3)s2)o1	-15	6	8	4	10	-4	-1	-5	0.9
6	CCOC(=O)C1=C(C)NC(=O)NC1c1ccc(C)o1 (stereo not drawn)	18	12	nt	2	-7	nt	-2	69*	0.9
7	COc1ccc(-c2nnc(SCC(=O)c3ccc(C)o3)o2)cc1	-3	nt	3	0	4	-3	-1	-10	nt
8	CC(OC(=O)c1nn(C)c(=O)c2ccccc12)C(=O)NCc1ccc2c(c1)OCO2 (stereo not drawn)	-14	78*	1	1	-1	-3	9	-2	0.2
9	CCC(C)N1CCCCC1C(=O)Nc1c(C)cc(C)cc1C (stereo not drawn)	-12	nt	-7	2	0	7	7	-13	nt
10	CCCCC1(C)OC(=O)C(=Cc2ccc(N(C)C)cc2)C(=O)O1 (stereo not drawn)	-9	-8	2	54*	0	2	nt	-12	1.1
11	CCN1CCCC1Cn1cnc2c([nH]c3ccc(Cl)cc32)c1=O (stereo not drawn)	13	26	6	1	-1	-7	6	-15	0.7
12	CCCC1C(c2ccco2)NC(c2ccco2)CC1(C)O (stereo not drawn)	-9	0	4	8	5	-4	-3	-5	1
13	O=C(CSc1ccc(Cl)cc1)N1CCN(c2ccc([N+](=O)[O-])cc2Cl)CC1	-10	37	5	12	4	-6	nt	-11	0.6
14	O=C1Nc2ccc(S(=O)(=O)N3CCCCCC3)c3cccc1c23	25	43	-5	-1	-6	2	7	-13	0.6
15	O=C(Cn1cc([N+](=O)[O-])cn1)Nc1ccn(Cc2c(F)c(F)cc(F)c2F)n1	4	-4	6	8	-3	-3	nt	-12	1
16	CCOC(=O)c1sc(N(Cc2ccccc2)C(=O)CN2C(=O)CN(C)C2=O)nc1C	-2	58*	4	9	-2	-6	nt	-3	0.4
17	CCOC(=O)c1cn(-c2ccccc2)nc1-c1ccncc1	-11	82*	8	5	-7	-9	0	-6	0.2
18	Cc1ccc(SCCNS(=O)(=O)c2ccc(F)cc2)cc1	-17	88*	2	19	-13	0	4	-5	0.1
19	COc1ccc(-c2csc(C3=C(O)CN(Cc4ccc(S(N)(=O)=O)cc4)C3=N)n2)cc1OC	-9	5	-2	2	0	0	7	-2	1
20	C=CCNC(=O)c1ccc(Sc2ccc(C)cc2)c([N+](=O)[O-])c1	8	21	9	5	4	-4	nt	-11	0.8
21	COc1ccc(NC(C)=O)cc1NC(=O)CN1CCN(CC(=O)Nc2ccc(Cl)cc2)CC1	20	25	-6	7	10	5	9	-15	0.8
22	Cc1cc(C)nc(N2CCCC(C(=O)NCc3cccc(C(F)(F)F)c3)C2)n1 (stereo not drawn)	8	-108	-4	0	-1	1	3	5	2.1*
23	Cc1ccc(S(=O)(=O)N2CC(=O)Nc3ccccc32)cc1C	25	-50	-5	-1	-2	2	nt	3	1.5
24	CCOC(=O)c1ccc(NC(=O)CSc2nnc(CNc3ccc(OC)cc3)n2C)cc1	-3	27	-11	-1	2	8	7	-5	0.7
25	CCOc1cc(C(c2c(C)[nH][nH]c2=O)c2c(C)[nH][nH]c2=O)ccc1OS(=O)(=O)c1ccc(C)cc1	-24	7	-4	-5	8	6	6	-7	0.9
26	N#Cc1c(N)nc2c(c1-c1ccncc1)CCCC2	-21	34	3	10	9	-6	2	0	0.7
27	Cc1nc(P(=O)(c2ccccc2)c2ccccc2)c(N2CCOCC2)o1	8	26	-4	12	2	2	-3	-7	0.7
28	Cc1ccccc1Cn1cccc1/C=C1/C(=N)N2C=CSC2=NC1=O	-5	85*	5	5	-3	-8	nt	-7	0.1
29	COc1cc(CNCCSc2nnnn2C)cc(Br)c1OCc1ccccc1F	3	9	7	16	4	-6	nt	-1	0.9
30	Cc1cccc(-c2csc(N)c2C(=O)OC(C)C)c1	-1	nt	7	-4	0	-9	0	3	nt

# Two entries picked at random from the list so far, as already listed:
no.	structure	Plk1 PBD FP	CYP2C9 inh	LYP inh 2	HIV Rev-RRE inh	EphB4 antag	LYP act	Calb biofilm kill	PLK1 kinase inh	CYP2C9 activ
11	CCN1CCCC1Cn1cnc2c([nH]c3ccc(Cl)cc32)c1=O (stereo not drawn)	13	26	6	1	-1	-7	6	-15	0.7
20	C=CCNC(=O)c1ccc(Sc2ccc(C)cc2)c([N+](=O)[O-])c1	8	21	9	5	4	-4	nt	-11	0.8

# (listing goes on)
no.	structure	Plk1 PBD FP	CYP2C9 inh	LYP inh 2	HIV Rev-RRE inh	EphB4 antag	LYP act	Calb biofilm kill	PLK1 kinase inh	CYP2C9 activ
31	COc1cc(C(C[N+](=O)[O-])c2c(-c3ccccc3)cc3ccccn23)cc(OC)c1OC (stereo not drawn)	-20	59*	-7	0	-1	3	13	-10	0.4
32	COc1ccc2c(=O)cc(-c3ccccc3)n(C)c2c1	-6	nt	-3	3	-5	1	3	-11	nt
33	C=CCSC1=C(C#N)C(c2ccccc2OC)CC(=O)N1 (stereo not drawn)	-16	24	-4	-2	0	4	5	-11	0.8
34	CC1=C(C#N)C(C(F)(F)F)(C(F)(F)F)N=C(c2ccco2)N1	0	75*	-2	6	5	-3	-2	-11	0.3
35	CCOC(=O)CCC(=O)Nc1ccc(S(=O)(=O)N2CCCC2)cc1	4	19	-2	8	2	0	-2	-2	0.8
36	CO/N=C(/CS(=O)c1ccc(Br)cc1)c1ccc(OC)cc1 (stereo not drawn)	-5	88*	4	11	-7	-4	3	-6	0.1
37	O=C(CNC(=O)c1ccccc1C(=O)O)c1ccccc1	14	22	-1	-1	1	3	7	1	0.8
38	COc1ccc(C(C)N2CC34C=CC(O3)C(C(=O)O)C4C2=O)cc1 (stereo not drawn)	3	2	-2	8	5	0	0	5	1
39	CCCN(CCC)S(=O)(=O)c1ccc(C(=O)N2CCCc3ccccc32)cc1	-16	86*	12	9	2	-10	-2	-9	0.1
40	CC(Oc1ccccc1)C(=O)Nc1ccccc1O (stereo not drawn)	-18	87*	2	10	7	1	-4	-12	0.1
41	CC(=C/C(=O)O)/C=C/c1ccc(Cl)o1	-4	nt	2	5	-1	0	5	-12	nt
42	CCCn1c(CNc2ccccc2O)nc2ccccc21	-21	28	-1	16	3	0	4	-7	0.7
43	CC(C)(C)c1ccc(OCC(=O)NNC(=O)Cc2cccs2)cc1	-30	-26	17	3	3	-15	nt	-10	1.3
44	CCOc1ccc(NC(=O)CC2C(=O)N(C)C(=S)N2Cc2ccc3c(c2)OCO3)cc1 (stereo not drawn)	3	nt	nt	9	3	nt	nt	-13	nt
45	C=C1c2ccc(C)cc2NC(=O)N1c1ccccc1	-30	15	-6	1	-2	2	7	-18	0.8
46	CCCC(=O)C1=C(O)C(C(=O)OC)C(C)(C)CC1=Nc1cccc2ccccc12 (stereo not drawn)	-18	nt	7	5	7	-7	9	-5	nt
47	C=CCN(CC=C)S(=O)(=O)c1ncn[nH]1	-14	10	-10	5	-4	8	8	2	0.9
48	N#CCSCC(=O)Nc1ccccc1	14	-12	-7	2	6	1	4	-8	1.1
49	COc1cccc(N(CC(=O)N2CCN(c3ccccc3OC)CC2)S(C)(=O)=O)c1	7	2	-12	0	-1	9	3	-21	1
50	CC1=C(C(=O)N(C)Cc2ccccc2)C2(CCC(C)CC2)OC1=O (stereo not drawn)	7	nt	1	8	3	-4	nt	-10	nt
51	O=C(CSc1nnnn1-c1ccccc1F)Nc1nc2ccccc2s1	8	11	8	4	2	-9	nt	-8	0.9
52	O=C(CSc1nnc(-c2ccco2)n1-c1ccccc1)NCc1ccco1	3	-10	10	10	5	-8	-2	-6	1.1
53	O=C(Cn1cc(C(=O)c2ccco2)c2ccccc21)Nc1ccccc1	-2	11	6	10	1	-6	2	2	0.9
54	CCOc1ccc(NC(=O)c2nnn(CC(=O)Nc3ccccc3OCC)c2N)cc1	-1	22	-3	5	0	1	3	-13	0.8
55	N#CC(C(=O)Nc1ccccc1)=C1Nc2ccccc2N1	-18	37	-3	5	-5	6	8	-7	0.6
56	CCOc1ccc(-c2c(C#N)c(N)nc3c2c(=O)n(C)c(=O)n3C)cc1OC	-6	-3	-2	5	2	2	1	-6	1
57	Cn1c(=O)c2c(nc(N3CCCC3)n2CC(O)CO)n(C)c1=O (stereo not drawn)	7	-31	9	4	0	-10	7	-4	1.3
58	O=C(Nc1ccc(Cl)cn1)C1CCCN1S(=O)(=O)c1cccc2ccccc12 (stereo not drawn)	0	-21	12	5	-1	-14	2	-6	1.2
59	OC(c1cccnc1)c1cccs1 (stereo not drawn)	26	0	-3	5	-7	2	7	-9	1
60	CCCCCc1c(O)nc(SCC(=O)NCC2CCCO2)[nH]c1=O (stereo not drawn)	18	nt	-6	4	0	10	1	-4	nt

# Following part:
no.	structure	Plk1 PBD FP	CYP2C9 inh	LYP inh 2	HIV Rev-RRE inh	EphB4 antag	LYP act	Calb biofilm kill	PLK1 kinase inh	CYP2C9 activ
61	CC(=O)Nc1ccc(S(=O)(=O)N2CCN(C(=O)N3CCCCCC3)CC2)cc1	9	51*	10	4	0	-11	8	-12	0.5
62	N#CNC(N)=Nc1cccc(Cl)c1	-11	14	4	7	-9	-2	6	-1	0.9
63	Cc1cc(NC(=O)CSc2nc(-c3ccc(Cl)cc3)cs2)no1	-2	nt	2	6	-3	-3	8	-11	nt
64	Cc1csc(NC(=O)CSCC(=O)Nc2ccccc2)n1	14	57*	8	6	0	-4	5	-17	0.4
65	CCCCC(CC)CNC(=O)C1CCCN(S(=O)(=O)c2cnc[nH]2)C1 (stereo not drawn)	-7	93*	-4	-1	-2	3	-3	6	0.1
66	O=C(Cn1nc(C(F)(F)F)c2c1CCC2)NCc1ccc(Cl)cc1	-15	nt	-1	14	0	0	6	-11	nt
67	Cc1cc(C)cc(N(C(C)C(=O)Nc2c(C)n(C)n(-c3ccccc3)c2=O)S(C)(=O)=O)c1 (stereo not drawn)	-11	17	0	-4	-1	-3	1	-7	0.8
68	CCOc1ccc2nc(SCc3ccc(C(=O)OC)o3)[nH]c2c1	-3	80*	-4	1	-4	2	nt	-3	0.2
69	O=C(COc1ccc(Br)cc1)Nc1ccc(-c2nnc(-c3ccco3)o2)cc1	14	33	-6	8	-6	3	4	-7	0.7
70	COCCNC(=O)CSc1nc2c(n1-c1ccccc1)CCCC2	-19	nt	4	4	-2	-3	3	-7	nt
71	COc1ccc(-c2nc(SC)n(C(=O)c3ccco3)n2)cc1	0	33	-8	2	-1	4	0	-9	0.7
72	CC(=O)NC(CCS(C)(=O)=O)C(=O)Nc1ccc(F)cc1Cl (stereo not drawn)	6	5	4	6	-1	-5	5	-1	0.9
73	c1ccc2ncc(-n3cnnn3)cc2c1	-10	-3	0	9	8	4	7	-8	1
74	CCCn1c2c(c(O)c(C(=O)Nc3nccs3)c1=O)CCCC2	-15	-15	4	0	2	-6	2	-2	1.1
75	Cc1cc(C)n2nc(C(=O)Nc3cccnc3)nc2n1	10	-8	-15	2	-9	14	9	-9	1.1
76	CCCc1cc(-c2nc(N)ncc2-c2ccc3c(c2)OCCCO3)c(O)cc1OC	11	68*	9	24	1	-10	7	-7	0.3
77	CCOC(=O)c1cc(-c2ccc(OC)cc2)nc2c1c(C)nn2CCC#N	4	19	4	6	-7	-2	4	-18	0.8
78	C=CCn1c(SCC(=O)NCCOC)nc2scc(-c3ccco3)c2c1=O	-13	83*	-15	3	3	14	5	0	0.2

# Source: PubChem
